# GAA spleen mod – lysosomal alpha-glucosidase (human) modulation; P10253; human spleen homogenate, 4-MU-alpha-glucoside fluorescence; 240,000 compounds, 0.006% hits; Potency, µM (doses to about 79.9 µM), inactives show at the highest dose activity change, negative = inhibition, actives largely listed as inhibitors; AID 2112;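 further: 0% = enzyme with vehicle and -100% = no enzyme basal signal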
#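 Human spleen homogenate (1 ug) incubated with compounds and 1 mM 4-methylumbelliferyl-alpha-D-glucopyranoside in pH 5.0 citrate/phosphate buffer, 37 C, 40 min. Stopped at pH 10; 4-MU fluorescence (Ex 365/Em 440 nm); AC50 by Hill fit.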
# Tau FP inhib – blocks human tau fibril formation measured by polarization; K18 P301L tau heparin fibrillization, Alexa594 FP, 6 h; P10636; Potency, µM (highest dose often 57.7 µM), for the others: at the top dose activity, negative = inhibition, most hits filed as inhibitors; 280,000 compounds, 0.39% hits; further: on the % scale 0 is the no-effect control and ±100 the full control effect; nearly all actives have a fitted effect of over 55% in size
# Target sequence (P10636 561-689 P618L limits assumed): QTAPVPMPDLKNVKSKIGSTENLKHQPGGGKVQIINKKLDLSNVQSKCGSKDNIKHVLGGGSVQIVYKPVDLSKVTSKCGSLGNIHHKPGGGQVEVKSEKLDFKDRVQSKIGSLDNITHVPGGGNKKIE
#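 Steps: dispense K18 P301L tau (15 uM plus 0.24 uM Alexa 594 tracer, final) in pH 7 sodium acetate; add compound; add heparin (20 uM final); incubate 6 hr, 37 C; add ThT (30 uM final); after 1 hr ambient, read FP.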
# Tau fluor cs – counter-screen for tau fibril formation inhibitors; tau K18 P301L Alexa594 fluorescence, heparin fibrillization; Potency, µM (highest dose often 57.7 µM), for the others: at the highest dose activity change, negative = decrease; 280,000 compounds, 0.93% hits; further: on the % scale 0 is the no-effect control and ±100 the full control effect; nearly all actives have a fitted effect of over 55% in size
#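 Human K18 P301L tau (15 uM unlabeled plus 0.24 uM Alexa 594-labeled, final) in 100 mM sodium acetate pH 7 was mixed with compound and 20 uM heparin and incubated 6 hr at 37 C.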
# HTT ATP protect – protects HTT-Q103 PC12 cells, measured by ATP. AID 1471. PC12 HTT-Q103 induced, cytoprotection, ATP luminescence, 40 h. Potency, µM (doses to about 56.4 µM), for inactives: cytoprotection (ATP increase), actives largely listed as activators. 230,000 compounds, 0.14% hits;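 further: % of control where 0% means no effect; nearly all actives have a fitted effect of over 45% in size; toxic huntingtin expression switched on by the ecdysone agonist tebufenozide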
#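 Compounds were screened for protection of PC12 cells against cell death after tebufenozide induction (100 nM final) of mutant Huntingtin exon 1 (Q103) fused to GFP.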
# GAA inhib – blocks human lysosomal alpha-glucosidase; purified human GAA, 4-MU-alpha-glucoside fluorescence; 200,000 compounds, 0.005% hits; Potency, µM (top dose mostly 76.9 µM), for the others: at the top dose activity change, negative = inhibition, usual class: inhibitors; AID 1466; P10253;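 further: plate controls were uninhibited enzyme wells for no effect and no-enzyme background for full effect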
#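 Activity normalized between no-enzyme (basal) and enzyme-only wells. Conditions: 4 nM human enzyme, 400 uM fluorogenic substrate, citrate/phosphate pH 5.0 with Tween-20, 20 min room temperature, compounds up to 77 uM.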
# Tau fibril ThT – inhibitors of human tau fibril formation, thioflavin T binding; P10636; recombinant tau K18 P301L, heparin-induced fibrillization, ThT fluorescence; Potency, µM (highest dose often 57.4 µM), without a hit: at the top dose activity, negative = inhibition, actives largely listed as inhibitors; 270,000 compounds, 2.1% hits; further: on the % scale 0 is the no-effect control and ±100 the full control effect; nearly all actives have a fitted effect of over 55% in size
#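 Using a mix of unlabeled (15 uM) and Alexa 594-labeled (0.24 uM) tau K18 P301L, heparin-triggered fibrillization over 6 hr at 37 C was scored by ThT fluorescence.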
# GAA glycogen – inhibitors or activators of human alpha-glucosidase glycogen cleavage | P10253 | recombinant GAA, glycogen substrate, Amplex Red glucose oxidase fluorescence | Potency, µM (series often up to 76.4 µM), for the others: top-dose activity change, negative = inhibition, most hits filed as inhibitors | 300,000 compounds, 0.38% hits | AID 2100;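 further: 0% = full enzyme reaction and -100% = no-enzyme basal signal; the screen sought inhibitors and activators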
#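 Recombinant human enzyme (4 nM); glycogen substrate; 37 C, 40 min, pH 5.0. Readout: coupled glucose oxidase/Amplex Red fluorescence.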
# aGal spleen mod – inhibitors or activators of human alpha-galactosidase in spleen homogenate. P06280. Potency, µM (top dose mostly 80 µM), for inactives: at the highest dose activity change, negative = inhibition, most hits filed as inhibitors. human spleen homogenate, 4MU-alpha-Gal fluorescence, 40 min. 240,000 compounds, 0.008% hits;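 further: 0% = enzyme with vehicle and -100% = no enzyme basal signal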
# Target sequence (P06280 32-429 limits assumed): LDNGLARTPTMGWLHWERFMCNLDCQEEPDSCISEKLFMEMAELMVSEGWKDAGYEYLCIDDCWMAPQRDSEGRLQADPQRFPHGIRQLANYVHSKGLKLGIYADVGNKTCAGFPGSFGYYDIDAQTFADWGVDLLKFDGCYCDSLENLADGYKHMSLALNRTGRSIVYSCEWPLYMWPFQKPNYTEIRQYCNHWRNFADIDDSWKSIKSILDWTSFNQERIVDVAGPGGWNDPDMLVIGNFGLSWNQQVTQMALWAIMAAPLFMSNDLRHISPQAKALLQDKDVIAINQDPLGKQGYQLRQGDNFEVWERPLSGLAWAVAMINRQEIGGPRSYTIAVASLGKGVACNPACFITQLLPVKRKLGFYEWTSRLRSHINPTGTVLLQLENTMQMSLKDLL
#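 Human spleen homogenate (1 ug) as enzyme source, 4-methylumbelliferyl-alpha-D-galactopyranoside 1 mM final, citrate/phosphate pH 5.0 with 0.01% Tween-20. Compounds 40 min at 37C, NaOH/glycine stop; fluorescence Ex 365/Em 440, Hill-fit AC50.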
# * = called active by the depositor; ? = inconclusive; nt = no result given; [ ] = remark or other dose. The call rests on the fitted dose curve; in most records, active means well fitted curve in the direction sought with a large enough effect; inconclusive means small, poorly fitted or top-dose-only effect, or another doubt; inactive means no such curve, though single readings can be large; an effect the other way counts as inactive or inconclusive. Potency means the concentration at half of the fitted maximal effect.
SMILES,GAA spleen mod,Tau FP inhib,Tau fluor cs,HTT ATP protect,GAA inhib,Tau fibril ThT,GAA glycogen,aGal spleen mod
COc1cc(/C=C/C(=O)O)ccc1OCc1cnc(Cl)s1,-18%,1%,3%,nt,-2%,-3%,-3%,-2%
O=C(/C=C/c1ccccc1)Nc1ccc(Cl)cn1,2%,-3%,-2%,-137%[inhibitor],0%,2%,17%,-3%
CCn1nnc(C(=O)O)c1C(=O)O,3%,7%,-6%,-5%[10 µM],0%,-7%,1%,3%
CC(NC(=O)C1CCCN1S(=O)(=O)c1cccc2cccnc12)c1ccccc1 (stereo unspecified),-12%,5%,-4%,-10%,?,-2%,-16%,0%
CC1Cc2ccccc2N1C(=O)CSc1ncc(-c2ccc(F)cc2)n1C (stereo unspecified),-2%,4%,-11%,2%[10 µM],-1%,-17%,-4%,-1%
CC(C)c1nnc(NC(=O)CCCC(=O)O)s1,3%,-10%,-18%,-7%,-5%,-9%,-13%,0%
Cc1cnc(C(=O)Nc2ccccc2-c2ccc(C)o2)cn1,0%,-6%,-18%,-15%,-5%,?,-9%,6%
O=C(O)c1ccc(-c2ccc(/C=N/Nc3ccc([N+](=O)[O-])cc3)o2)cc1,-8%,-6%[0.0958 µM],11%[0.0958 µM],40%[10 µM],nt,nt,?,3%
CCCCNCC(=O)Nc1ccc(NC(=O)CNCCCC)cc1,-10%,1%,1%,-9%,?,3%,5%,-2%
COC(=O)c1cn(C(=O)c2ccc(Br)o2)c2ccccc12,6%,-2%,-3%,27%[10 µM],6%,-9%,1%,14%
CCOC(=O)c1cc(-c2ccccc2)n(CC(=O)O)c1C,-3%,3%,8%,-1%,-3%,1%,1%,-2%
CC1(C)OC(=O)NC1=O,0%,-1%,-11%,4%,nt,-8%,nt,0%
CCc1cccc(NC(=O)CN(c2ccc(C)cc2)S(=O)(=O)c2cccs2)c1,nt,?,?,nt,nt,-4%,1%[76.3 µM],nt
Cc1cccc(NC(=O)CCc2ccccc2)c1,1%,0%,-20%,-31%,-2%,-16%,2%,4%
COc1ccc(-c2nc(C)sc2CC(=O)O)cc1,2%,3%,7%,-6%[10 µM],1%,0%,2%,2%
CC(=O)NCCC(=O)Nc1nc(-c2ccccc2Cl)cs1,-3%,-2%,1%,0%,6%,3%,7%,-7%
Cc1ccsc1C(=O)N1CCCC(CCC(=O)NCc2ccccc2F)C1 (stereo unspecified),2%,-5%,-9%,-6%[10 µM],-4%,-16%,1%,2%
COCCNc1nc(SCC(=O)N2CCN(c3ccccc3)CC2)nc2ccccc12,-1%,-11%,-10%,-1%[1.9 µM],-2%,?,0%,4%
CCCCN(C)CCNC(=O)c1cc(-c2cccnc2)nc2ccc(S(=O)(=O)N3CCC(C)CC3)cc12,nt,3%,-22%,nt,nt,-5%,-9%[76.3 µM],nt
Cc1ccc(N(C(=O)Cn2nnc3ccccc32)C(C(=O)NC2CCCCC2)c2cn(C)nc2C)cc1 (stereo unspecified),-4%,-4%,-5%,-8%,1%,-5%,-1%,-1%

# No new results follow: entries from further up.
SMILES,GAA spleen mod,Tau FP inhib,Tau fluor cs,HTT ATP protect,GAA inhib,Tau fibril ThT,GAA glycogen,aGal spleen mod
Cc1cccc(NC(=O)CCc2ccccc2)c1,1%,0%,-20%,-31%,-2%,-16%,2%,4%
COc1ccc(-c2nc(C)sc2CC(=O)O)cc1,2%,3%,7%,-6%[10 µM],1%,0%,2%,2%
CC(=O)NCCC(=O)Nc1nc(-c2ccccc2Cl)cs1,-3%,-2%,1%,0%,6%,3%,7%,-7%
Cc1ccsc1C(=O)N1CCCC(CCC(=O)NCc2ccccc2F)C1 (stereo unspecified),2%,-5%,-9%,-6%[10 µM],-4%,-16%,1%,2%
COCCNc1nc(SCC(=O)N2CCN(c3ccccc3)CC2)nc2ccccc12,-1%,-11%,-10%,-1%[1.9 µM],-2%,?,0%,4%
CCCCN(C)CCNC(=O)c1cc(-c2cccnc2)nc2ccc(S(=O)(=O)N3CCC(C)CC3)cc12,nt,3%,-22%,nt,nt,-5%,-9%[76.3 µM],nt
Cc1ccc(N(C(=O)Cn2nnc3ccccc32)C(C(=O)NC2CCCCC2)c2cn(C)nc2C)cc1 (stereo unspecified),-4%,-4%,-5%,-8%,1%,-5%,-1%,-1%

# Further entries follow:
SMILES,GAA spleen mod,Tau FP inhib,Tau fluor cs,HTT ATP protect,GAA inhib,Tau fibril ThT,GAA glycogen,aGal spleen mod
COc1cc2c(C(=O)N3CCN(c4cc(Cl)ccc4C)CC3)cn(CC(C)C)c(=O)c2cc1OC,nt,6%,-18%,nt,nt,?,-3%[76.3 µM],nt
CS(=O)(=O)/C(C#N)=C/c1c(-c2ccccc2)nc2n1CCS2,-4%,-8%,-12%,-4%[10 µM],nt,nt,4%,3%
Cc1ccc2c(C(=O)CN3CCCC3)c(C)[nH]c2c1,-2%,4%,-6%,4%,9%,-11%,9%,-14%
Cn1nc(C(F)(F)F)c(-c2cccc(C(F)(F)F)c2)c1NC(=O)CSCC(=O)O,6%,0%,6%,-15%[10 µM],nt,nt,-17%,-6%
CN(CC(=O)NC(=O)NCc1ccccc1)Cc1ccc(Cl)c(Cl)c1,-3%,2%,-8%,11%[0.074 µM],?,-11%,-8%,-1%
O=C1N=C(N2CCOCC2)S/C1=C\C=C/c1ccccc1,-15%,6%,-11%,-10%,1%,?,3%,-8%
C=CCn1c(C)nc2c(sc3nc4c(cc32)COC(C)(C)C4)c1=O,1%,4%,5%,-25%[10 µM],-17%,-4%,6%,21%
Cc1cc(C)c2c(N)c(C(=O)NC3CCCC3)sc2n1,-5%,4%,-7%,-58%[inhibitor],5%,-15%,0%,1%
c1cc2c(cn1)cnc1cscc12,1%,-1%,5%,nt,-1%,4%,0%,2%
O=C1CC(N(Cc2ccc3c(c2)OCO3)C(=O)Nc2ccc(F)cc2)C(=O)N1c1ccccc1 (stereo unspecified),2%,5%,-5%,-18%[0.074 µM],-4%,2%,3%,8%
O=C(C1CC(=O)N(C2CCCC2)C1)N1CCC(Cc2ccccc2)CC1 (stereo unspecified),-6%,2%,-1%,-5%,0%,1%,2%,-5%
O=C(Nc1nccs1)c1ccc2c(=O)n3c(nc2c1)CCCCC3,2%,-1%,2%,-23%[10 µM],-2%,2%,18%,-1%
COCCNc1cc(C)c(C#N)c2nc3ccccc3n12,1%,0%,-4%,-25%,?,0%,-15%,-4%
CN(C)[C@@H](CO)c1nnc([C@H](Cc2ccc(O)cc2)NC(=O)C2CCNCC2)o1,-1%,2%,-3%,-4%[10 µM],nt,-6%,6%,4%
COc1ccc(C2C(C#N)=C(N)Oc3cc(C)n(Cc4ccco4)c(=O)c32)cc1 (stereo unspecified),0%,-1%,-6%,18%,-17%,3%,15%,6%
CC(C)C1Cc2c(C#N)c(N)sc(=S)c2CO1 (stereo unspecified),0%,8%,?,15%,-28%,20µM*,-11%,-1%
O=C(CN1C(=O)C2C3c4ccccc4C(c4ccccc43)C2C1=O)N1CCOCC1 (stereo unspecified),-8%,1%,6%,-10%,-3%,-5%,0%,0%
Nc1cc2nc[nH]c2cc1N,4%,?,?,-60%[inhibitor],-26%,22µM*,-23%,-3%
Nc1ncnc(Nc2ccccc2C(F)(F)F)n1,-15%,3%,4%,11%,4%,-9%,3%,-6%
COC(OC)c1ccc(C#N)c(SCc2ccc(C)cc2)n1,13%,-5%,?,-14%[10 µM],-2%,-11%,9%,7%
COc1ccc(CNC(=O)CN(C)S(=O)(=O)c2ccc3nc(C)sc3c2)cc1,nt,-4%,-5%,nt,nt,3%,18%[76.3 µM],nt
O=C(c1ccc(Cl)cc1[N+](=O)[O-])N1CCOCC1,-2%,6%,0%,nt,4%,1%,3%,-1%
CC(C)(C)[C@H]1C=C(C(N)=O)O[C@@H](OCc2ccc(CO)cc2)C1,6%,-10%,-2%,14%[10 µM],nt,-2%,-4%,5%
O=C(Nc1ccccc1)Oc1ccc[nH]c1=O,0%,-20%,-27%,-19%[10 µM],nt,nt,?,3%
O=C(CCCCCN1C(=O)c2cccc3cccc(c23)C1=O)NC1CCS(=O)(=O)C1 (stereo unspecified),6%,nt,nt,9%[10 µM],nt,nt,-7%,11%
CCC(=O)Nn1c(C)nnc1C,-6%,4%,4%,-13%[0.074 µM],2%,3%,12%,0%
Cc1cc(C)cc(NC(=O)CSc2nnc(CNC(=O)c3cccs3)o2)c1,4%,-1%,-13%,1%,-2%,-11%,3%,9%
CCOC(=O)C1=C(N)Oc2c(oc(CO)cc2=O)C1c1ccccc1 (stereo unspecified),2%,-1%,-8%,-2%,-1%,-11%,-2%,4%

# Source: PubChem
